PLK1 kinase inh: PLK1 (human) kinase inhibition. P53350. recombinant PLK1 kinase, TR-FRET peptide phosphorylation. inhibition, % at 10 µM. actives 0.53% (n = 97,000);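 active = inhibition of 50% or more in the single-concentration screen; inactive = inhibition below 50%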;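 note: 0% = DMSO max control and 100% = H-89 dihydrochloride min control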
CYP2C9 inh: blocks human cytochrome P450 2C9; P11712; CYP2C9 Supersomes, luciferin-H conversion, luminescence; actives 20% (n = 96,000); AID 777; inhibition, % at 5 µM;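 active = blocking of liver enzyme CYP2C9 beyond about 50% at 5 µM, limit read from the data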; note: values of inactives mirror those of a sister screen read the other way
Target sequence (P11712 whole entry, looked up): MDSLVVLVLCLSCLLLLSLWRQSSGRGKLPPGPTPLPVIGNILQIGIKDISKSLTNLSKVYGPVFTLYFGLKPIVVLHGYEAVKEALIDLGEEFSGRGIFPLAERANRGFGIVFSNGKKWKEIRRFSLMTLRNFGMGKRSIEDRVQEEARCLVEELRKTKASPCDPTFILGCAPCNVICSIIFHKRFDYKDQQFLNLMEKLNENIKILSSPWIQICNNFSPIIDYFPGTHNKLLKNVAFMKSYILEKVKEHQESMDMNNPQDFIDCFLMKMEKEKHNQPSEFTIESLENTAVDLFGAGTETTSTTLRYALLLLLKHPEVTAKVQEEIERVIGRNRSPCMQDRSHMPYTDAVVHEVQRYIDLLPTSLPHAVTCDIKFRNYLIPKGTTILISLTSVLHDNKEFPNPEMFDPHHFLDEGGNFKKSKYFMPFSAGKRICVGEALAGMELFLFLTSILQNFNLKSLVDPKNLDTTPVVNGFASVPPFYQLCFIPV
HIV Rev-RRE inh: disrupts HIV-1 Rev binding to RRE RNA. Rev peptide-RRE RNA binding, FRET. inhibition, % at 8 µM. actives 0.79% (n = 97,000). AID 704;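 active = inhibition above the screen-wide mean plus 3 SD, cut at about 35% in these data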;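 note: 0% = median DMSO wells and 100% = median Neomycin B control wells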
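Assay system: Labelled RRE RNA duplex and labelled Rev peptide | Times: 5 min preincubation and 15 min binding, 25 °C | Detection: FRET, ex 480 nm, em 540 and 671 nm | Evaluation: % inhibition of FRET ratio versus controls | Benchmarks: DMSO wells as 0% and neomycin B wells as 100% inhibition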
EphB4 ephrin blk: blocks human EphB4 binding to ephrin-B2. EphB4 LBD / TNYL-RAW-Alexa532 peptide, fluorescence polarization. inhibition, % at 7 µM. actives 0.15% (n = 97,000). AID 720;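 active = inhibition above the screen-wide mean inhibition plus 3 SD, cut at about 15% in these data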;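 note: 0% = DMSO wells and 100% = excess unlabeled TNYL-RAW peptide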
CYP2C9 activ: activators of human CYP2C9 | P11712 | actives 1.4% (n = 96,000) | recombinant CYP2C9, luciferin-H conversion, luminescence; hits give high values; factor 1 = untreated enzyme, 0 = blocked | activation factor at 5 µM;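 active = activation factor of 2 or more for CYP2C9 at a 5 µM dose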;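 note: 0 = sulfaphenazole-blocked wells and 1 = vehicle-only wells; values of inactives mirror those of a sister screen read the other way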
CYP2C19 inhib: human CYP2C19 inhibition. CYP2C19 Supersomes, luciferin-H EGE luminescence, 30 min. inhibition, % at 5 µM. actives 21% (n = 96,000);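 active = CYP2C19 inhibition above a set limit at 5 µM in the primary screen, cut at about 50% in these data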;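 note: plate controls were negative control wells for no effect and 2.5 mM tranylcypromine positive control for full effect; values of inactives mirror those of a sister screen read the other way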
CYP2C19 act: cytochrome P450 2C19 (human) activation | P33261 | recombinant CYP2C19, luciferin-H EGE luminescence; hits give high values; 0 = fully inhibited enzyme, 1 = untreated enzyme | activation factor at 5 µM | 96,000 tested, under 10 active | AID 1025;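 active = activation factor of at least 2 at 5 µM in the primary screen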;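 note: 0 = wells with 2.5 mM tranylcypromine and 1 = vehicle-only wells; values of inactives mirror those of a sister screen read the other way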
PLAP act: activators of human placental alkaline phosphatase; P05187; purified PLAP enzyme, luminescent substrate read-out; hits give high values; activation fold at 20 µM; actives 1.2% (n = 96,000); in the data active = activation fold above about 2
Target sequence (P05187 whole entry, looked up): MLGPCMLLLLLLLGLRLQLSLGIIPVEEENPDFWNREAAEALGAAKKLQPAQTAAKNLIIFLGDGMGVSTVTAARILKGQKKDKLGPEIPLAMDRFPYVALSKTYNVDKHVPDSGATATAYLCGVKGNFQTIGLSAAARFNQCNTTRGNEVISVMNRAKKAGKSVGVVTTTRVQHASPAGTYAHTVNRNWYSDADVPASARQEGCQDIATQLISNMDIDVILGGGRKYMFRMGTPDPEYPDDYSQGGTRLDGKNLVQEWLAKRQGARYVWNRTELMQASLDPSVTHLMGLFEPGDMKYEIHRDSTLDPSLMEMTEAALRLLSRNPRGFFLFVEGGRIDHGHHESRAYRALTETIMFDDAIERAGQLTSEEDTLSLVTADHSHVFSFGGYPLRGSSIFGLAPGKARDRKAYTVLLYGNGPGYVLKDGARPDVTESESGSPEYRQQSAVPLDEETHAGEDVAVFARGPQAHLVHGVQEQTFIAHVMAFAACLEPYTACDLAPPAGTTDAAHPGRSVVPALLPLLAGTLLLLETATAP
PLK1 PBD inh: inhibitors of human Plk1 polo box domain binding; P53350; Plk1 PBD phosphopeptide binding, fluorescence polarization; inhibition, %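 (tested at about 20 µM)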; actives 0.13% (n = 97,000); in the data active = inhibition above about 34%, passing the limit was not always enough
Numbers without * were called inactive; · = not tested or not shown.

The opening nine entries, ahead of the listing:
| canonical_smiles | PLK1 kinase inh | CYP2C9 inh | HIV Rev-RRE inh | EphB4 ephrin blk | CYP2C9 activ | CYP2C19 inhib | CYP2C19 act | PLAP act | PLK1 PBD inh |
| --- | --- | --- | --- | --- | --- | --- | --- | --- | --- |
| CCn1c(CNc2ccc(Cl)cc2)nnc1SCc1ccc(Cl)cc1 | -9.7 | · | 17.4 | 8.7 | · | · | · | · | 12.6 |
| COc1ccc(S(=O)(=O)N2CCN(c3c(C)cccc3C)CC2)cc1OC | -5.2 | 93.9* | 0.6 | -5.2 | 0.1 | 98.9* | 0 | 1.6 | -14.9 |
| C/C(=N/NC(=O)c1cccs1)c1ccc(NC(=O)COc2ccc(Cl)cc2Cl)cc1 | -17.1 | 9.5 | 1.2 | -2.6 | 0.9 | -0.1 | 1 | 1 | -5.0 |
| O=C(N/N=C(\c1ccccc1)c1cccnc1)C(O)(c1ccccc1)c1ccccc1 | -4.0 | 66.6* | 10.0 | 2.4 | 0.3 | 27.9 | 0.7 | 1.4 | -7.8 |
| CCc1ccc(OC)c(S(=O)(=O)NCCOc2ccccc2)c1 | -14.1 | 15.4 | 12.6 | 0.8 | 0.8 | 75.2* | 0.2 | 1.1 | -6.4 |
| CCc1ccc(NSc2ccccc2[N+](=O)[O-])cc1 | 5.0 | 34.7 | 15.8 | 8.6 | 0.7 | 65.3* | 0.3 | 0.3 | -27.1 |
| COc1ccc(N2CCn3c2nc2c3c(=O)n(CCc3ccccc3)c(=O)n2C)cc1 | · | 7.4 | · | · | 0.9 | 15.2 | 0.8 | 0.9 | · |
| NC(=O)C1(N2CCCCC2)CCN(C(=O)c2ccccc2)CC1 | -3.5 | 9.0 | 0.7 | -11.6 | 0.9 | 11.4 | 0.9 | 0.9 | 10.9 |
| COc1cccc(C2C(C#N)=C(N)Oc3c2oc(CO)cc3=O)c1 (stereo unspecified) | -2.0 | · | 3.1 | 0.5 | · | · | · | · | -14.1 |

Results, previewed entries included:
| canonical_smiles | PLK1 kinase inh | CYP2C9 inh | HIV Rev-RRE inh | EphB4 ephrin blk | CYP2C9 activ | CYP2C19 inhib | CYP2C19 act | PLAP act | PLK1 PBD inh |
| --- | --- | --- | --- | --- | --- | --- | --- | --- | --- |
| CCn1c(CNc2ccc(Cl)cc2)nnc1SCc1ccc(Cl)cc1 | -9.7 | · | 17.4 | 8.7 | · | · | · | · | 12.6 |
| COc1ccc(S(=O)(=O)N2CCN(c3c(C)cccc3C)CC2)cc1OC | -5.2 | 93.9* | 0.6 | -5.2 | 0.1 | 98.9* | 0 | 1.6 | -14.9 |
| C/C(=N/NC(=O)c1cccs1)c1ccc(NC(=O)COc2ccc(Cl)cc2Cl)cc1 | -17.1 | 9.5 | 1.2 | -2.6 | 0.9 | -0.1 | 1 | 1 | -5.0 |
| O=C(N/N=C(\c1ccccc1)c1cccnc1)C(O)(c1ccccc1)c1ccccc1 | -4.0 | 66.6* | 10.0 | 2.4 | 0.3 | 27.9 | 0.7 | 1.4 | -7.8 |
| CCc1ccc(OC)c(S(=O)(=O)NCCOc2ccccc2)c1 | -14.1 | 15.4 | 12.6 | 0.8 | 0.8 | 75.2* | 0.2 | 1.1 | -6.4 |
| CCc1ccc(NSc2ccccc2[N+](=O)[O-])cc1 | 5.0 | 34.7 | 15.8 | 8.6 | 0.7 | 65.3* | 0.3 | 0.3 | -27.1 |
| COc1ccc(N2CCn3c2nc2c3c(=O)n(CCc3ccccc3)c(=O)n2C)cc1 | · | 7.4 | · | · | 0.9 | 15.2 | 0.8 | 0.9 | · |
| NC(=O)C1(N2CCCCC2)CCN(C(=O)c2ccccc2)CC1 | -3.5 | 9.0 | 0.7 | -11.6 | 0.9 | 11.4 | 0.9 | 0.9 | 10.9 |
| COc1cccc(C2C(C#N)=C(N)Oc3c2oc(CO)cc3=O)c1 (stereo unspecified) | -2.0 | · | 3.1 | 0.5 | · | · | · | · | -14.1 |
| CCOC(=O)CNC(=O)CSc1ncnc2c1cnn2-c1ccc(Cl)cc1 | -7.0 | 2.8 | 1.4 | -12.3 | 1 | -2.7 | 1 | 0.9 | 3.8 |
| O=C(CC1CCCCC1)OCn1nnc2ccccc2c1=O | -28.5 | 37.8 | 17.2 | -2.5 | 0.6 | 69.3* | 0.3 | 1 | 13.4 |
| O=C(OCc1cn(-c2ccc(Cl)c(Cl)c2)nn1)c1ccccc1 | -5.8 | -15.0 | 7.8 | 10.5 | 1.1 | -13.2 | 1.1 | 1.1 | -21.2 |
| O=C(N/N=C/c1cccnc1)c1ccc([N+](=O)[O-])cc1 | -6.2 | -3.2 | 2.9 | 2.3 | 1 | -4.1 | 1 | 1 | -1.7 |
| COc1ccc(C)cc1NC(=O)CN1CCN(S(=O)(=O)c2ccc(C(C)C)cc2)CC1 | -6.2 | 87.8* | -1.2 | 0.5 | 0.1 | 85.9* | 0.1 | 0.8 | -12.0 |
| Cc1cccc(-n2c(SCC(=O)N3CCCC3)nc3n[nH]c(C)c3c2=N)c1 | 5.0 | · | 3.4 | -4.7 | · | · | · | · | 6.4 |
| COc1ccc(OCC(=O)NC(=S)Nc2ccc(N3CCOCC3)c(Cl)c2)cc1 | -2.0 | 32.1 | -4.5 | -6.2 | 0.7 | -2.5 | 1 | 1.3 | 2.0 |
| O=C(CSc1nnc(-c2cccnc2)n1-c1ccccc1)N1CCN(c2ccc(F)cc2)CC1 | 5.7 | 63.7* | 14.8 | -7.9 | 0.4 | 92.0* | 0.1 | 1.7 | -20.9 |
| O=C(Nc1cccc(-c2nnc(-c3ccccc3)o2)c1)C1CCCO1 (stereo unspecified) | -12.2 | 27.5 | 4.5 | -1.8 | 0.7 | 71.9* | 0.3 | 1.3 | 3.5 |
| N#Cc1cc(Oc2cccnc2)c(Oc2cccnc2)cc1C#N | -5.8 | -10.9 | 13.3 | 3.0 | 1.1 | -13.3 | 1.1 | 0.8 | -10.2 |
| CCN(CC)CCCN(Cc1cc2cc(OC)ccc2[nH]c1=O)C(=O)Nc1ccc(F)cc1 | -3.0 | 84.4* | 6.1 | -4.2 | 0.2 | 62.3* | 0.4 | 1.4 | 0.5 |
| CN1CCCCc2c1nc1ccccc1c2N (tested in a mixture with another compound) | 0.5 | 15.8 | 10.0 | 4.7 | 0.8 | 7.9 | 0.9 | 0.7 | 15.1 |
| CCOC(=O)Cc1csc(NC(=O)CSc2nnc(-c3ccc(OC)cc3)n2C)n1 | -11.9 | 59.0* | -2.2 | 5.8 | 0.4 | 29.5 | 0.7 | 1 | -18.5 |
| CC1(C)CC(=O)C2=C(C1)N(c1ccc(F)cc1)C(=O)NC2(C(F)(F)F)C(F)(F)F | -4.9 | 0.6 | -3.4 | 0.4 | 1 | 0.1 | 1 | 1.1 | 10.8 |
| COc1cc2c(=O)n(Cc3ccccc3)c(=O)n(CC(=O)NCCc3ccccc3)c2cc1OC | -3.6 | 15.0 | 9.9 | 2.8 | 0.8 | -9.8 | 1.1 | 1.3 | 24.5 |
| Cc1cc(C)c(NC(=O)C2CCCN2CCC(C)C)c(C)c1 (stereo unspecified) | -11.7 | · | 2.5 | -0.1 | · | · | · | · | -10.3 |
| CCCN(CCC)S(=O)(=O)c1ccc(NC(=O)C2CCCO2)cc1 (stereo unspecified) | -10.1 | · | 8.0 | 0.2 | · | · | · | · | -0.3 |
| NS(=O)(=O)c1ccc(NC(=S)NCc2ccc(Cl)cc2)cc1 | -12.5 | -76.9 | 0.0 | 1.5 | 1.8 | 38.5 | 0.6 | 0.8 | -2.3 |
| CCOC(=O)C(C)Sc1nc2c([nH]c3ccccc32)c(=O)n1C (stereo unspecified) | 6.5 | · | 4.4 | 4.0 | · | · | · | · | -13.8 |
| CC(C)OC(=O)CSc1nnc(-c2cnccn2)n1C | -17.1 | · | 7.2 | -0.2 | · | · | · | · | -26.0 |
| CCOC(=O)N1CCN(c2cc(=O)n(-c3ccccc3Cl)c(=O)[nH]2)CC1 | -5.7 | 5.5 | 3.7 | 2.2 | 0.9 | 9.6 | 0.9 | 0.9 | 3.2 |
| Cc1nnc(NC(=O)c2ccc(C)c(S(=O)(=O)N3CCCCCC3)c2)s1 | -27.1 | -8.7 | 13.6 | -5.0 | 1.1 | -3.7 | 1 | 0.9 | -24.6 |
| O=C(c1ccc(S(=O)(=O)N2CCCC2)cc1)N1CCN(Cc2ccc3c(c2)OCO3)CC1 | -15.3 | 63.4* | 6.0 | -7.2 | 0.4 | 46.6 | 0.5 | 1.5 | 0.9 |
| CCOc1ccc(-c2nc(C#N)c(NC3CC3)o2)cc1 | 13.9 | 24.6 | 10.9 | 7.7 | 0.8 | 68.9* | 0.3 | 1.1 | -7.5 |
| C/C(=N/OCC(=O)Nc1ccccc1)c1cccs1 | -6.9 | 44.7 | 4.3 | 3.4 | 0.6 | 36.3 | 0.6 | 0.8 | -16.1 |
| CCn1c(=O)c2c(nc3n2CC(C)CN3CCc2ccccc2)n(C)c1=O (stereo unspecified) | -8.2 | 39.5 | 0.3 | -8.6 | 0.6 | 47.2 | 0.5 | 1.4 | 0.3 |
| CCOc1ccc2c(c1)c1nnc(SCC(=O)N3CCCCC3C)nc1n2C (stereo unspecified) | -12.9 | 26.0 | 2.3 | -1.7 | 0.7 | 30.0 | 0.7 | 1.6 | -6.7 |
| CCOC(=O)C1=C(c2ccccc2)OC(N)=C(C#N)C1c1ccco1 (stereo unspecified) | -8.9 | 15.7 | 5.6 | 8.4 | 0.8 | 24.7 | 0.8 | 0.9 | -9.0 |
| O=C(CSc1nnnn1-c1ccccc1)N1CCN(C(=O)c2ccco2)CC1 | -7.1 | 64.8* | 6.1 | 7.8 | 0.4 | 45.3 | 0.5 | 1 | 4.5 |
| COC(=O)c1ccccc1NC(=S)NC(NC(=O)c1ccco1)C(Cl)(Cl)Cl (stereo unspecified) | -13.4 | 87.9* | 2.3 | -5.3 | 0.1 | 42.4 | 0.6 | 1.4 | 14.3 |
| Cc1onc(-c2ccccc2)c1C(=O)Nc1ccc(S(=O)(=O)N2CCCCC2)cc1 | -20.9 | 44.7 | 13.1 | -1.9 | 0.6 | 22.0 | 0.8 | 1.2 | -4.5 |
| CC(=O)c1cccc(NC(=O)N2C3CCC2CC(O)(c2cccnc2)C3)c1 (stereo unspecified) | 5.4 | 28.4 | 5.7 | 4.5 | 0.7 | 30.0 | 0.7 | 1.1 | 0.3 |
| CC(C)C[C@H](NC(=O)Nc1cccc(C(F)(F)F)c1)C(=O)O | -20.6 | · | 4.6 | -5.2 | · | · | · | · | -2.6 |
| NC(=O)COC(=O)CCCc1c[nH]c2ccccc12 | -14.5 | -15.2 | 9.7 | 0.5 | 1.2 | 6.1 | 0.9 | 0.8 | -4.7 |
| Cn1ccnc1SCC(=O)Nc1ccc2c(c1)COC2=O | -4.7 | · | 5.8 | 1.6 | · | · | · | · | -5.4 |
| O=C(Oc1cccc(Nc2ncnc3ccccc23)c1)c1ccccc1Cl | -11.9 | 57.2* | 8.5 | -7.9 | 0.4 | 13.9 | 0.9 | 1.2 | 26.8 |
| CC(C)(C)NS(=O)(=O)c1ccc(CCC(=O)NCc2ccco2)cc1 | -2.5 | 67.1* | -0.3 | -4.1 | 0.3 | 33.6 | 0.7 | 1.6 | 13.9 |

Single records, as listed above. Values in the order: PLK1 kinase inh	CYP2C9 inh	HIV Rev-RRE inh	EphB4 ephrin blk	CYP2C9 activ	CYP2C19 inhib	CYP2C19 act	PLAP act	PLK1 PBD inh
Cn1ccnc1SCC(=O)Nc1ccc2c(c1)COC2=O across the screens: -4.7	·	5.8	1.6	·	·	·	·	-5.4
CC(C)C[C@H](NC(=O)Nc1cccc(C(F)(F)F)c1)C(=O)O across the screens: -20.6	·	4.6	-5.2	·	·	·	·	-2.6

Screening results from PubChem.
